Screening data: PubChem BioAssay, The Scripps Research Institute Molecular Screening Center
OX1R antag-1: antagonists of human orexin 1 receptor | inhibition, % at 5 µM | AID 434989 | 0.43% of 330,000 active | CHO/OX1R cells, Fluo-8 calcium fluorescence, orexin A | O43613;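 active = inhibition above its plate's threshold, mean inhibition of all tested compounds on the plate plus 3 SD, cut at about 37% in these data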;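 note: 0% = orexin A challenge wells and 100% = SB-334867-A antagonist wells; not every result past the cut was called active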
Target sequence (O43613 whole entry, looked up): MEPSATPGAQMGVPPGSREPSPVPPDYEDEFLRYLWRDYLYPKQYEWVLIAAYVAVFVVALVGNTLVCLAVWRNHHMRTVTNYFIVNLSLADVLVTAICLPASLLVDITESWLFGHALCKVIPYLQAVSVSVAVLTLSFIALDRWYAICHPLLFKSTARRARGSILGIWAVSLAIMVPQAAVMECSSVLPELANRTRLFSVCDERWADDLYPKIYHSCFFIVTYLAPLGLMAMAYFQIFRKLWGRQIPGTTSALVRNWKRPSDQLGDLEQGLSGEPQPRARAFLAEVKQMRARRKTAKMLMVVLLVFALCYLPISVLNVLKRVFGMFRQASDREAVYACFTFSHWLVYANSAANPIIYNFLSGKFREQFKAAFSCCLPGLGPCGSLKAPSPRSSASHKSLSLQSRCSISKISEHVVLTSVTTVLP
OX1R antag-2: antagonists of human orexin 1 receptor (OX1R). inhibition, % at 6.6 µM. AID 485270. 1.8% of 330,000 active. O43613. OX1R-expressing cells, FRET antagonist read-out; in the data active = inhibition mostly above about 38%, no sharp cut-off; inactive = mostly below about 40%;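 note: 0% = agonist challenge alone and 100% = reference antagonist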
Active calls of the source: *.

OX1R antag-1	OX1R antag-2	Structure
-16	3	CC(=O)c1c(C)[nH]c(C(=O)Nc2cc(S(=O)(=O)N3CCCCC3)ccc2C)c1C
-30	24	CCn1c2ccc(C)cc2c2n[nH]c(=S)nc21
-23	10	Cc1cccc(-n2c(C)nc3cc(C(=O)NCc4ccc5c(c4)OCO5)ccc32)c1
-31	-1	COC(=O)c1ccccc1NC(=O)CCNC(=O)Cn1cnc2ccccc2c1=O
6	7	CCN(C(=O)CN1CCOCC1)c1c(N)n(Cc2ccccc2)c(=O)[nH]c1=O
-6	18	Nc1ccc(Br)cc1C(NCC(=O)O)c1ccccc1 (stereo unspecified)
8	-4	COc1ccc(C(=O)Nc2ccccc2C(=O)Nc2ccc(C(=O)O)cc2)cc1
6	9	O=C(NC(Cc1ccccc1)C(=O)O)c1ccc(S(=O)(=O)N2CCCC2)cc1 (stereo unspecified)
-7	12	O=C(O)c1ccc(S(=O)(=O)N2CCC(NC(=O)C3CCCCC3)CC2)cc1
-16	10	CC(C)CN1C(=O)c2ccc(NC(=O)c3ccccc3F)cc2C1=O
-8	6	NS(=O)(=O)c1ccc(NC(=O)c2cc(Cl)sc2Cl)cc1
-7	14	CCOc1ccc(S(=O)(=O)n2cc(F)c(=O)[nH]c2=O)cc1
-13	-1	CSc1ncc(C(=O)Nc2cccc(S(N)(=O)=O)c2)n1-c1ccccc1
-9	13	C[C@@H]1CN([C@H](C)CO)C(=O)c2cc(NC(=O)C3CCCCC3)ccc2O[C@@H]1CN(C)Cc1ccncc1
-15	8	CN(Cc1ccco1)S(=O)(=O)c1cc(F)ccc1CN1C(=O)c2cccnc2C1=O
-9	16	O=C(CCNC(=O)c1ccccc1)NCC1CCCCC1
-16	19	CCc1ccccc1NC(=O)Nc1c(C)n(C)n(-c2ccccc2)c1=O
-15	5	CCCCc1nnc(NC(=O)CSc2nc(N)cc(=O)[nH]2)s1
-8	12	CC(C)C(=O)NCc1cc(-c2ccc(Cl)cc2)no1
-28	26	CN(Cc1ccccc1)C(=O)c1[nH]cnc1C(=O)N[C@@H](CCCCNC(=O)OC(C)(C)C)C(=O)OC(C)(C)C
-34	13	COC(=O)Nc1ccc(S(=O)(=O)N2CCC(C(=O)N3CCC(C)CC3)CC2)cc1
36	23	CN(c1ccc(OCC(=O)NCCc2ccccc2)cc1)S(=O)(=O)c1ccc(Cl)cc1
-17	22	O=C(Nc1ccccc1N1CCCC1)c1cccc(-c2cc3ccccc3oc2=O)c1
-13	16	Nc1ccc(-c2nc3ccc(N)cc3o2)cc1
3	11	COc1ccc(C(=O)NN=C2CCCC2)c(OC)c1
-14	30	CCOC(=O)C(=O)/C(=C\N(C)C)c1onc(-c2ccccc2)c1C(=O)OC
3	8	CCNC(=O)c1cccc(NC(=O)CC2SC(N3CCCCC3)=NC2=O)c1 (stereo unspecified)
-34	10	O=C(NCc1ccccc1)c1cccc(S(=O)(=O)NCc2ccccc2)c1
-12	20	Nc1ccc(C(=O)N/N=C\C=C\c2ccc([N+](=O)[O-])cc2)cc1
-36	9	Cc1cccc2cc(CN(Cc3ccco3)C(=O)c3ccncc3)c(=O)[nH]c12
1	1	COC(=O)n1c(=S)oc2cc(Cl)ccc21
-23	8	O=C(CCc1ccccc1)Nc1ccc(NC(=O)c2ccco2)cc1
-2	6	CN1CCn2c1nc(N1CCCCC1)nc2=O
-18	63	Cc1ccc(C)c(NC(=O)COC(=O)c2cccc3c2C(=O)c2ccccc2C3=O)c1
-1	12	CCCCCn1c(=O)[nH]c2cc(C(=O)N3CCN(CC)CC3)ccc2c1=O
-42	11	Cc1ccc(C(=O)NNC(=O)CSc2nnc(CNc3ccc(F)cc3)n2C)cc1
-37	15	CCOc1ccccc1NC(=O)c1cccc(NC2=NC3CS(=O)(=O)CC3S2)c1 (stereo unspecified)
-10	19	COc1ccc2[nH]c(=O)c(CNc3ccccc3OC)cc2c1
2	11	COc1ccc(C(=O)/C=C2/C(=O)Nc3ccccc32)c(OC)c1
-15	34	CCCNC(=O)C/C(C)=N/NC(=O)C(=O)Nc1ccccn1
-33	5	CN(C)S(=O)(=O)NCC1CCCN(Cc2cc3ccccc3s2)C1 (stereo unspecified)
-10	1	CCC(=O)NC(NC(=S)Nc1c(C)n(C)n(-c2ccccc2)c1=O)C(Cl)(Cl)Cl (stereo unspecified)
-31	12	CCn1c(SCC(=O)Nc2cccc(C)c2)nc2ccccc2c1=O
-5	10	O=C(CCl)N(Cc1ccccc1)c1ccccc1
5	2	CCC1CCCCN1CCCNC(=O)CN1C(=O)CSc2ccc(S(=O)(=O)N3CCOCC3)cc21 (stereo unspecified)
3	13	C=CC[C@H](CC(=O)NCCO)C(=O)N[C@H](COC(=O)[C@@H](CC=C)Cc1ccc(F)cc1)c1ccccc1
-18	13	CO/N=C/c1ccc(N2CCCC2)c([N+](=O)[O-])c1
17	0	Cn1c(N2CCCCC2)cc(=O)n(C)c1=O
-43	9	COC(=O)c1sc2nc(CSc3ccc(Br)cc3)[nH]c(=O)c2c1C
4	39*	C=CCN(c1ccccc1)S(=O)(=O)c1cccc(C(=O)NCC(c2cccs2)N2CCOCC2)c1 (stereo unspecified)
-22	30	CCN1CCc2c(OCC(=O)Nc3cccc(C)c3)cccc2C1=O
-25	8	Cc1ccc2nc(-c3ccccc3)cc(C(=O)NNC(=O)c3csc(N4CCOCC4)n3)c2c1
-9	6	CCSc1nnc(NC(=O)c2csc3c2CCCC3)s1
18	25	O=C(Nc1ccccc1)c1ccccc1OCC(O)CN1C(=O)c2ccccc2S1(=O)=O (stereo unspecified)
-38	11	COc1ccc(NC(=O)Cn2c(CCC(=O)O)ccc2-c2ccc(C)cc2)cc1
-5	19	CCS(=O)(=O)N1CCC(NC(=O)C2CCCCC2)CC1
2	8	CC(C(=O)NCc1cccs1)n1cccc1 (stereo unspecified)
-24	-5	CC(C)c1ccc(S(=O)(=O)c2cnc(=S)[nH]c2N)cc1
-40	20	COc1ccccc1/C=N\NC(=O)c1ccc(COc2ccc(C)c(C)c2)o1
2	18	O=C(N/N=C/c1ccc(O)cc1)/C(=C/c1ccc([N+](=O)[O-])cc1)NC(=O)c1ccccc1

(continued)
OX1R antag-1	OX1R antag-2	Structure
4	9	COc1ccc(C2CC(=O)c3cnc(N4CCc5ccccc54)nc3C2)cc1OC (stereo unspecified)
-10	11	Cc1ccc(N2C(=O)CC(N3CCN(c4ccc(F)cc4)CC3)C2=O)c(C)c1 (stereo unspecified)
-10	15	O=C(CSCc1ccccc1Cl)NNC(=O)c1ccccc1
-4	-6	COc1ccc(N2CCN(C(=O)c3ccc4c(c3)CCN4S(=O)(=O)c3ccccc3)CC2)cc1
15	7	Cc1ccc(C(=O)N(C)CC(=O)Nc2ccc(Cl)c(C(F)(F)F)c2)cc1S(=O)(=O)N1CCCCC1
-16	50*	Cn1c(SCC2CCCO2)nnc1-c1cccc([N+](=O)[O-])c1 (stereo unspecified)
2	13	CC1Cc2ccccc2N1C(=O)Cn1cc([N+](=O)[O-])ccc1=O (stereo unspecified)
-19	14	Cc1cc(/N=C/C=C2\N(C)c3ccccc3C2(C)C)n(CCC#N)n1
-12	27	COC(=O)c1c(NC(=O)CSc2nccn2C)sc(C)c1C
-23	10	Cc1ccc(-c2noc(CNc3ccccc3)n2)cc1
-16	9	Cc1ccc(-c2nnc3sc(-c4ccncc4)nn23)cc1
-11	1	Cc1nnc(SCSc2nnc(C)s2)s1
2	16	Cc1c(OCC(=O)N2CCC[C@@H]2C(=O)O)ccc2c3c(c(=O)oc12)CCC3
-9	16	COc1ccc(NC(=O)CCCc2c[nH]c3ccccc23)cc1OC
-13	10	CCOCCCNC(=O)C1CCN(S(=O)(=O)c2ccc3nc4c(c(C(=O)O)c3c2)CCCCC4)CC1
-24	12	CCOC(=O)c1sc2nc(CSc3ccccc3Cl)[nH]c(=O)c2c1C
-20	10	CCOCc1cc(CN2CCC(CCC(=O)NC3CC3)CC2)ccc1OC
-7	10	Cc1c(-c2nc3ccccc3[nH]2)cnn1C
-16	5	COc1cccc(C2(O)C(=O)Nc3ccccc32)c1 (stereo unspecified)
13	50*	CC1=NN(c2ccccc2)C(=O)/C1=C\c1ccc(Oc2ccc([N+](=O)[O-])cc2[N+](=O)[O-])cc1
-15	40	COc1ccc(OC)c(NC(=O)NCCCCc2ccccc2)c1
-4	-1	COCCOC(=O)c1[nH]c2c(c1C)C(=O)CC(c1ccco1)C2 (stereo unspecified)
-24	15	CCOc1ccc(NC(=O)CCS(=O)(=O)c2ccc3c(c2)CCCN3C(C)=O)cc1
-3	14	O=C(CCN1C(=O)[C@@H]2Cc3ccccc3CN2C1=O)N[C@@H](Cc1ccccc1)C(=O)O
-2	20	CCN(CC)c1ccc(/C=N/NC(=O)Nc2nonc2N)cc1
-34	-14	COc1cccc(Oc2ccc(C(F)(F)F)cc2NC(=O)C2=COCCO2)c1
-7	-7	CCn1c(=O)cc(SCC(=O)N2CCOCC2)c2ccccc21
41*	39*	Cn1c(O)c(/C=C2\C=NN=C2c2ccccc2)sc1=S
42	88*	Cc1cc(C(=O)CSc2nc3ccc(Cl)cc3[nH]2)c(C)n1CC1CCCO1 (stereo unspecified)
-20	8	COc1ccc(N2CCN(C(=O)c3cc4c(s3)-c3ccccc3S(=O)(=O)C4)CC2)cc1

Of the compounds above, 14 have an aryl methoxy group.
OX1R antag-1	OX1R antag-2	Structure
8	-4	COc1ccc(C(=O)Nc2ccccc2C(=O)Nc2ccc(C(=O)O)cc2)cc1
3	11	COc1ccc(C(=O)NN=C2CCCC2)c(OC)c1
-10	19	COc1ccc2[nH]c(=O)c(CNc3ccccc3OC)cc2c1
2	11	COc1ccc(C(=O)/C=C2/C(=O)Nc3ccccc32)c(OC)c1
-38	11	COc1ccc(NC(=O)Cn2c(CCC(=O)O)ccc2-c2ccc(C)cc2)cc1
-40	20	COc1ccccc1/C=N\NC(=O)c1ccc(COc2ccc(C)c(C)c2)o1
4	9	COc1ccc(C2CC(=O)c3cnc(N4CCc5ccccc54)nc3C2)cc1OC (stereo unspecified)
-4	-6	COc1ccc(N2CCN(C(=O)c3ccc4c(c3)CCN4S(=O)(=O)c3ccccc3)CC2)cc1
-9	16	COc1ccc(NC(=O)CCCc2c[nH]c3ccccc23)cc1OC
-20	10	CCOCc1cc(CN2CCC(CCC(=O)NC3CC3)CC2)ccc1OC
-16	5	COc1cccc(C2(O)C(=O)Nc3ccccc32)c1 (stereo unspecified)
-15	40	COc1ccc(OC)c(NC(=O)NCCCCc2ccccc2)c1
-34	-14	COc1cccc(Oc2ccc(C(F)(F)F)cc2NC(=O)C2=COCCO2)c1
-20	8	COc1ccc(N2CCN(C(=O)c3cc4c(s3)-c3ccccc3S(=O)(=O)C4)CC2)cc1

(cont.)
OX1R antag-1	OX1R antag-2	Structure
-15	8	CCOC(=O)/C(C#N)=N\Nc1cc(Cl)ccc1OC
-9	24	Cc1ccccc1NS(=O)(=O)c1ccc(-c2ccc(=O)[nH]n2)o1
1	10	NC1=NC(c2ccc(F)cc2)n2c(nc3ccccc32)N1 (stereo unspecified)
-20	59*	Cc1occc1-c1nnc(-c2cc([N+](=O)[O-])cc([N+](=O)[O-])c2)o1
-2	3	Cc1cc(NC(=O)CCC(=O)N(CC(=O)NCC2CCCO2)c2ccc(C)c(C)c2)no1 (stereo unspecified)
-26	6	Cc1cccc(N2CCN(S(=O)(=O)c3cc4c(cc3Cl)NC(=O)CO4)CC2)c1C
-16	2	CC1CCN(CCC(=O)Nc2ccc(Cl)cc2)CC1
-20	12	CCC1SC(CC)C(=O)N(CC(=O)NCCc2ccccc2)C1=O (stereo unspecified)
6	0	O=S(=O)(c1ccc2ccccc2c1)N1CCN(CCO)CC1
-13	11	COc1ccc(-c2cc(C(=O)Nc3ccccc3SC)no2)cc1OC
-10	29	CC(C)CC(=O)CC1(O)C(=O)Nc2ccccc21 (stereo unspecified)
0	12	CCNC(=O)C1CCCN1S(=O)(=O)c1ccc(C)cc1 (stereo unspecified)
-11	2	CC1CCC(NC(=O)COC(=O)c2ccc3ncsc3c2)CC1 (stereo unspecified)
-20	26	CCOc1ccc(OCCOc2ccc(/C=C/C(=O)O)cc2OCC)cc1
-22	30	Cc1cc(-c2nn(-c3ccccc3F)cc2CN(C)CC(O)CO)c(C)s1 (stereo unspecified)
-16	22	O=C(COC(=O)c1cnc(Cl)c(Cl)c1)Nc1cccc(S(=O)(=O)N2CCOCC2)c1
-5	5	COc1ccc(-c2cc(C(=O)N3CCOCC3)no2)cc1OC
-4	-4	CC(C)Cn1c(N)c(C=O)c(=O)[nH]c1=O
3	2	CCNC(=O)Nc1ccc(OC)cc1OC
-24	4	CCOc1ccc(C(=O)N(CC(=O)Nc2cccc(C)c2C)CC2CCCO2)cc1OC (stereo unspecified)
-6	3	O=C(NCCN1CCCCC1)Nc1cccc(C(F)(F)F)c1
-29	9	NC(=O)C1CCN(Cc2cccc(OCc3ccccc3)c2)CC1
-8	-4	O=C(CS(=O)(=O)c1ccccc1)NCc1ccccc1
-7	19	O=C(/C(Br)=C/Nc1cc(Cl)ccc1Cl)C(F)(F)F
-19	17	COc1ccccc1-c1nnc2sc(COc3ccc(Cl)cc3Cl)nn12
-7	22	O=C(CSc1nccc(=O)[nH]1)Nc1ccc2c(c1)OCCO2
-21	10	COc1ccc(Cc2noc(CN(C)CC3CCN(Cc4ccccc4)CC3)n2)cc1OC
-28	1	Cc1cc(C)c(C#N)c(Oc2ccccc2Br)n1
-12	44	COc1cccc(-c2cn3nc(C)c(C)nc3n2)c1
-10	12	O=c1[nH]cc(-c2ccccc2)c(=O)[nH]1
-11	1	COCC(=O)N1CCC(Oc2ccc(C(=O)N(C)C(C)c3ccon3)cc2)CC1 (stereo unspecified)
-9	18	CCOC(=O)/C(=N\Nc1ncnc2ccccc12)c1ccc(C)cc1
-14	-4	Nc1nc(-c2ccccc2)cc(C(F)(F)F)n1
-4	10	Cc1nnc(SCC(=O)Nc2cccc(Cl)c2)n1CC1CCCO1 (stereo unspecified)
-34	9	COc1ccc(NC(=O)CN(c2ccccc2)S(=O)(=O)N(C)C)cc1Cl
4	3	CN(C)C=Nc1nonc1-c1ccccc1

Hits appear at their usual frequency; about 2.1% have a hit in one of these screens.
